RPL19A-GFP yeast: modulators of TOR pathway RPL19A-GFP in S. cerevisiae; S. cerevisiae RPL19A-GFP strain, flow cytometry, 3 h; stronger effect = lower value; percent response vs DMSO, % at 10 µM; hit rate 0.3% among 330,000; AID 2025;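 active means percent response vs DMSO below 50%; inconclusive means fewer than 70 events counted for the yeast strain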;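 further: median channel GFP fluorescence of the barcoded RPL19A-GFP strain; ratio of sample median GFP to plate DMSO average so 100% = DMSO; lower means less RPL19A-GFP as with rapamycin TOR inhibition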
procasp3 activ: activators of human procaspase-3; P42574; recombinant procaspase-3 D3A, Ac-DEVD-pNA absorbance 405 nm; activation, % at 8.5 µM; hit rate 0.11% among 330,000;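 active means activation above the mean of all tested compounds plus 3 SD, cut at about 21% in these data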;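 further: 0% = DMSO alone and 100% = DMSO wells spiked with extra 5 µM PC-3 D3A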
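Assay system: Autoprocessing-dead procaspase-3 D3A mutant enzyme; also added: Ac-DEVD-pNA; doses: one concentration, 8.5 µM nominal, 0.8% DMSO; times: 1 h compound preincubation, 2 h substrate hydrolysis at 25 °C; technique: 405 nm absorbance of p-nitroaniline, reads at 0 and 120 min; measure: % activation between DMSO and enzyme-spiked controls; repeats: single replicate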
AGP1-GFP MLPCN: alters AGP1-GFP fluorescence in TOR pathway yeast screen; GFP response vs DMSO, % at 10 µM; AID 2066; hit rate 0.02% among 320,000; S. cerevisiae AGP1-GFP multiplex flow cytometry, 3 h; GFP as percent of DMSO wells;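 active means GFP response relative to DMSO above a set limit, near screen average plus 3 SD, cut at about 150% in these data; inconclusive means fewer than 70 cells counted for the yeast strain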;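 further: median GFP channel fluorescence of the gated AGP1 strain per well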
MEP2-GFP yeast: alters MEP2-GFP fluorescence in TOR pathway yeast screen | S. cerevisiae MEP2-GFP strain, flow cytometry GFP, 3 h; 100% = DMSO control level | GFP response vs DMSO, % at 10 µM | hit rate 0.51% among 330,000 | AID 2016;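 active means GFP response versus DMSO above a set limit, roughly screen mean plus 3 SD, cut at about 180% in these data; inconclusive means fewer than 70 cells counted for a yeast strain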;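 further: median GFP fluorescence of the barcode-gated MEP2-GFP cells per well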
AHR activator: activators of human aryl hydrocarbon receptor. AHR-responsive luciferase reporter cells, luminescence. activation, % at 5 µM. hit rate 2.5% among 320,000. P35869; in the data active means activation above about 47%;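 further: 0% = vehicle wells and 100% = reference agonist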
Target sequence (P35869 whole entry, looked up): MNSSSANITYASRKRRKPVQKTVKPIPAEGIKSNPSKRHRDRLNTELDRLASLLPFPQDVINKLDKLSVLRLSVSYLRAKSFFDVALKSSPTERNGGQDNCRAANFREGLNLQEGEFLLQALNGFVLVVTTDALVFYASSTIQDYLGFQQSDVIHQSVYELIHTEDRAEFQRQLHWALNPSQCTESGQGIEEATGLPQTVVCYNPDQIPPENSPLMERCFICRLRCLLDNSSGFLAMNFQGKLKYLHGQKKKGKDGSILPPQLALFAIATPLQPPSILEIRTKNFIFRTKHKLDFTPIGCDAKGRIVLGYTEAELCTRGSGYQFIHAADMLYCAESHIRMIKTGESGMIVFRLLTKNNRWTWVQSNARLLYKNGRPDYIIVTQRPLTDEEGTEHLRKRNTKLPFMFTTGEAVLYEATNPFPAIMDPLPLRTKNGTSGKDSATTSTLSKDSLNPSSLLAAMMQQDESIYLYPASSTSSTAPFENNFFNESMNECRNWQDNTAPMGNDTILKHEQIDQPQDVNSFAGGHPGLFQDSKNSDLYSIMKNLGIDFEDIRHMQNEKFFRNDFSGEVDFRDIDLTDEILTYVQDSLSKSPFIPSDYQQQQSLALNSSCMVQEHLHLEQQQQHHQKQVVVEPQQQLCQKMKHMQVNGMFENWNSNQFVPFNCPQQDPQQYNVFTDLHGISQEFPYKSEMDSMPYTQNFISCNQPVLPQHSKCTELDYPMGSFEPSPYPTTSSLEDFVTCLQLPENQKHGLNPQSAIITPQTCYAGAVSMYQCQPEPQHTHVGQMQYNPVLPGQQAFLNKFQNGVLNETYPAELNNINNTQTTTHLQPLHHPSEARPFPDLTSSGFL
LAP4-GFP MLPCN: alters LAP4-GFP fluorescence in TOR pathway yeast screen; GFP response vs DMSO, % at 10 µM; hit rate 0.34% among 320,000; S. cerevisiae LAP4-GFP multiplex, flow cytometry GFP, 3 h; median GFP as percent of DMSO wells; AID 2023;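 active means GFP response vs DMSO above a set limit, about the screen mean plus 3 SD, cut at about 150% in these data; inconclusive means under 70 cell events counted for the yeast strain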
CIT2-GFP yeast: modulators of TOR pathway CIT2-GFP in S. cerevisiae; S. cerevisiae CIT2-GFP strain, flow cytometry, 3 h; 100 means same as DMSO wells; GFP response vs DMSO, % at 10 µM; hit rate 0.065% among 320,000; AID 2029;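 active means GFP response relative to DMSO above a set limit, near the screen mean plus 3 SD, cut at about 150% in these data; inconclusive means Fewer than 70 cells measured for a yeast strain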;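 further: ratio of well median GFP fluorescence to mean of DMSO wells on the plate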
proCasp7 act: counter-screen: procaspase-7 (human) activation; P55210; recombinant procaspase-7, Ac-DEVD-pNA absorbance 405 nm; D23A/D198A/D206A triple mutant, cannot self-cleave; scale: DMSO 0, 5 µM enzyme 100; activation, % at 8.5 µM; hit rate 0.093% among 330,000;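 active means percent activation above the screen-wide mean plus 3 SD, cut at about 25% in these data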
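Assay system: Uncleavable procaspase-7 mutant enzyme / Input: 2 µM procaspase-7 mutant as dispensed / Dosing: single nominal 8.5 µM compound dose, 0.8% DMSO final / Timing: 1 h enzyme–compound preincubation and 2 h substrate reaction, both 25 °C / Detection: p-Nitroaniline absorbance at 405 nm, read at 0 and 120 min / Replication: singlicate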
Numbers without * were called inactive; ? = inconclusive; · = no result given; & = joins results of further samples; [ ] = remark or other dose. These rows are one share of the data. The share of hits here may be higher or lower than overall.

cpd	mol	proCasp7 act	AGP1-GFP MLPCN	MEP2-GFP yeast	CIT2-GFP yeast
1	CNC(C(=O)c1ccccc1)C(OC)c1cccc([N+](=O)[O-])c1 (stereo not given)	3	102	99	94
2	CC/C(=N\N1CCCCC1)c1c(O)[nH]c(=O)[nH]c1=O	12	110	87	105
3	COc1ccc(OC)c(NP(=O)(Oc2ccccc2)Oc2ccccc2)c1	·	96	99	91
4	CC(C)(Cl)[N+](=O)[O-]	8	102	97	91
5	C=CCn1c(=O)c(C=Nc2c(OC)cccc2[N+](=O)[O-])c(O)n(CCCC)c1=O	0	97	101	102
6	Cn1c(=O)cc(SCC(=O)N2CCC3(CC2)OCCO3)c2ccccc21	-7	97	101	97
7	CN(C)c1ccc(/C=C2/C(=O)NC(=O)N(CCc3ccc(F)cc3)C2=O)cc1	-5	91	101	101
8	Cc1cc(=O)oc2cc(OCC(=O)N3CCN(Cc4ccccc4)CC3)ccc12	6	101	115	98
9	CCOC(=O)C(O)(c1ccc(N(CC)S(=O)(=O)c2ccc(C)cc2)cc1)C(F)(F)F (stereo not given)	-4	94	103	101
10	CCC(C)n1c(O)c(/C=N/NC(=O)c2ccncc2)c(=O)[nH]c1=S (stereo not given)	-56	105	108	105

cpd	LAP4-GFP MLPCN	procasp3 activ	AHR activator	RPL19A-GFP yeast
1	104	0	8	99
2	103	3	-1	96
3	86	·	·	101
4	96	0	-1	98
5	82	-3	0	102
6	95	5	33	99
7	100	-1	6	100
8	100	-3	5	103
9	103	0	-3	97
10	95	-55	20	100

An excerpt from the list above, for reference:
cpd	mol	proCasp7 act	AGP1-GFP MLPCN	MEP2-GFP yeast	CIT2-GFP yeast
1	CNC(C(=O)c1ccccc1)C(OC)c1cccc([N+](=O)[O-])c1 (stereo not given)	3	102	99	94
2	CC/C(=N\N1CCCCC1)c1c(O)[nH]c(=O)[nH]c1=O	12	110	87	105
3	COc1ccc(OC)c(NP(=O)(Oc2ccccc2)Oc2ccccc2)c1	·	96	99	91
4	CC(C)(Cl)[N+](=O)[O-]	8	102	97	91
5	C=CCn1c(=O)c(C=Nc2c(OC)cccc2[N+](=O)[O-])c(O)n(CCCC)c1=O	0	97	101	102
6	Cn1c(=O)cc(SCC(=O)N2CCC3(CC2)OCCO3)c2ccccc21	-7	97	101	97

cpd	LAP4-GFP MLPCN	procasp3 activ	AHR activator	RPL19A-GFP yeast
1	104	0	8	99
2	103	3	-1	96
3	86	·	·	101
4	96	0	-1	98
5	82	-3	0	102
6	95	5	33	99

Next part.
cpd	mol	proCasp7 act	AGP1-GFP MLPCN	MEP2-GFP yeast	CIT2-GFP yeast
11	C[C@]12CC[C@H](O)CC1=CC(=O)C1C2CC[C@]2(C)C(=O)CCC12 (stereo not given in full)	1	105	108	116
12	Oc1cc(Cl)ccc1Oc1ccc(Cl)cc1Cl	7	99	100	100
13	NCC1(c2ccc3c(c2)OCCO3)CCCC1	0	100	108	100
14	O=C1CC2OCC=C3CN4CCC56c7cc([N+](=O)[O-])ccc7N1C5C2C3CC46 (stereo not given)	6	99	94	94
15	CC(=NCCc1ccccc1)c1c(O)[nH]c(=O)[nH]c1=O	0	105	105	96
16	O=C(O)c1cc2ccccc2oc1=O	14	105	107	91
17	CCn1cc(C(=O)NCc2ccccc2)c2ccccc21	2	96	97	92
18	O=C(Cc1ccccc1)N1CCN(Cc2cccc(Cl)c2)CC1	-10	96	101	101
19	C=C1C(O)[C@@H]2O[C@]3(CC[C@H](/C=C/C(C)[C@@H]4CC(C)=CC5(O[C@H](C[C@@](C)(O)C(=O)O)CCC5O)O4)O3)CC[C@H]2O[C@@H]1C(O)CC(C)[C@H]1OC2(CCCCO2)CCC1C (stereo not given in full)	18	80	84	50
20	NCCc1ccccn1	4	97	92	109

cpd	LAP4-GFP MLPCN	procasp3 activ	AHR activator	RPL19A-GFP yeast
11	93	10	-2	103
12	105	-1	0	102
13	104	-2	2	103
14	97	-5	0	99
15	109	7	2	103
16	111	7	-3	99
17	103	4	11	96
18	93	-1	0	103
19	267*	6	-9	98
20	106	6	-1	100

Going on with the list:
cpd	mol	proCasp7 act	AGP1-GFP MLPCN	MEP2-GFP yeast	CIT2-GFP yeast
21	O=[N+]([O-])c1ccc(NCCCN2CCOCC2)c2ncccc12	6	94	93	85
22	COc1ccccc1OCCCn1cc(C(=O)C2CC2)c2ccccc21	0	102	107	103
23	Nc1ccnn1C1CCNCC1	-3	103	101	107
24	CN(C)CC1CCCCC1OC(=O)Cc1ccc(Cl)c([N+](=O)[O-])c1 (stereo not given)	-8	105	103	104
25	CCOc1ccc(-n2c(-c3cccs3)nc3ccccc3c2=O)cc1	3	102	102	105
26	CC(=NCC1CCCO1)c1c(O)n(-c2ccccc2)c(=O)[nH]c1=O (stereo not given)	3	88	97	92
27	O=C1NC(=O)N(c2ccc(Cl)cc2)C(=O)/C1=C\c1ccc(Sc2nc3ccccc3[nH]2)o1	-3	103	109	116
28	CCOP(=O)(OCC)C(O)c1ccc2c(c1)OCO2 (stereo not given)	-4	108	93	96
29	CC(=O)CC(C)(C)n1c[n+](C)nn1	3	102	98	106
30	COC(=O)C1=C(c2cccc(OC)c2OC)C[C@@H]2CC[C@H]1N2C	2	54	96	78

cpd	LAP4-GFP MLPCN	procasp3 activ	AHR activator	RPL19A-GFP yeast
21	97	-3	5	98
22	105	2	13	97
23	99	-13	-1	102
24	97	-7	21	108
25	99	-2	-2	99
26	87	-5	-3	92
27	77	-4	10	109
28	110	-1	-1	103
29	100	-5	0	97
30	106	3	-2	94

The results go on.
cpd	mol	proCasp7 act	AGP1-GFP MLPCN	MEP2-GFP yeast	CIT2-GFP yeast
31	O=C1CC(c2cccnc2)=NN1c1ccc(Cl)cc1Cl	-8	108	104	102
32	CCCCCCC(=O)N/N=C/c1c(O)n(C(C)CC)c(=S)[nH]c1=O (stereo not given)	-13	95	87	96
33	Cc1cccc(N2C(=O)NC(=O)/C(=C/c3ccc(-c4ccc(C(=O)O)c(Cl)c4)o3)C2=O)c1	-2	106	102	104
34	CC(N)Cc1ccccc1Sc1ccc(O)cc1 (stereo not given)	6	95	100	95
35	COP(=O)(OC)C1(O)C(=O)Nc2ccc(Br)cc21 (stereo not given)	-11	96	99	96
36	COc1cccc(N=Nc2c(O)[nH]c(=S)[nH]c2=O)c1	-4	100	98	94
37	Clc1ccccc1CNC1CN2CCC1CC2 (stereo not given)	7	94	99	92
38	C=CCn1c(O)c(C(CC)=Nc2ccc(C(=O)O)cc2)c(=O)[nH]c1=O	2	104	107	92
39	CCN1C[C@]2(COC)CC[C@H](OC)[C@@]34C5C[C@H]6C(=O)C5[C@](O)(C[C@H]6OC)[C@@](O)(C(OC)C23)[C@@H]14 (stereo not given in full)	7	108	108	102
40	COc1cccc(C2(C#N)CCN(C)CC2)c1	9	106	103	106

cpd	LAP4-GFP MLPCN	procasp3 activ	AHR activator	RPL19A-GFP yeast
31	104	-1	20	106
32	94	-4	3	96
33	103	3	1	97
34	99	-8	1	95
35	90	-5	31	102
36	107	-15	3	94
37	110	4	2	100
38	93	5	-3	92
39	111	-2	0	99
40	102	7	0	98

(more compounds)
cpd	mol	proCasp7 act	AGP1-GFP MLPCN	MEP2-GFP yeast	CIT2-GFP yeast
41	CC1(C)CN=C(NCc2ccccc2)S1	2	98	105	99
42	C[C@]12CCC3C(C(=O)C[C@H]4C[C@@H](O)CC[C@]34C)C1CCC2=O (stereo not given in full)	1	95	90	92
43	O=C1NC(=O)N(c2ccc3c(c2)OCO3)C(=O)/C1=C/c1ccsc1	-16	100	97	103
44	CN1CCC2(CC1)C(C#N)=C(N)NC(S)=C2C#N	-2&0	100&105	95&110	92&110
45	O=C(Cn1cnc2ccccc2c1=O)NCC(=O)N1CCC2(CC1)OCCO2	3	102	101	96
46	C/C(=N\N1CCCCCC1)c1c(O)n(-c2ccc(Cl)cc2)c(=O)[nH]c1=O	-1	103	106	110
47	COC(=O)C1=C(c2cc3ccccc3s2)C[C@@H]2CC[C@H]1N2C(=O)NCCO	7	92	94	94
48	Cc1cccc(-n2c(-c3ccco3)nc3ccccc3c2=O)c1C	-4	101	108	103
49	CN(C)C(=O)On1c(-c2ccccc2)nc2ccc(Cl)cc21	0	97	106	104
50	CCCCCCn1c(=O)c(C(=O)Nc2nnc(C)s2)c(O)c2ccccc21	1	112	107	104

cpd	LAP4-GFP MLPCN	procasp3 activ	AHR activator	RPL19A-GFP yeast
41	89	6	1	101
42	93	4	-3	96
43	95	-9	2	110
44	105&99	-5&7	3&4	102&114
45	102	6	0	102
46	98	0	-3	107
47	111	-1	1	100
48	105	1	7	103
49	103	5	7	94
50	107	1	3	113

(further entries)
cpd	mol	proCasp7 act	AGP1-GFP MLPCN	MEP2-GFP yeast	CIT2-GFP yeast
51	O=c1c2ccccc2nc(Cc2ccccc2)n1-c1cccc(O)c1	10	102	98	108
52	COC(=O)N(c1ccc(OC)cc1)P1(=S)OCCC(C)O1 (stereo not given)	-27	101	98	107
53	O=C(NCc1cccnc1)Nc1ccc([N+](=O)[O-])cc1	4	97	101	98
54	CCN(CC)CCN/N=C(\C)c1c(O)[nH]c(=O)[nH]c1=O	3	101	89	99
55	COc1ccc(CNCCc2ccc3c(c2)OCO3)c(OC)c1OC	-14	93	108	100
56	CSc1ncc(CN2CCCC(C(=O)c3sccc3C)C2)cn1 (stereo not given)	10	104	103	105
57	CCN1CC2C3CCC(C)(O3)C2C1 (stereo not given)	-2	106	114	104
58	O=C(c1ccc2c(c1)OCO2)C1CCCN(CC2CCCCC2)C1 (stereo not given)	-2	100	91	90
59	O=C1C(Cl)=CC(=Nc2ccc(O)cc2)C=C1Cl	-25	91	93	100
60	COCCNC(=O)c1c(N)n(Cc2ccco2)c2nc3ccccc3nc12	-8	67[may fluoresce violet]	100[may fluoresce violet]	?
61	CCC1(c2ccccc2)C(=O)N(COC)C(=O)N(COC)C1=O	4	100	103	125
62	COc1ccccc1CCNC(=O)CCC(=O)N1CC2C[C@@H](C1)Cn1c2cccc1=O	1	97	86	92
63	COc1ccc2cc(C(=O)C3CCCN(C4CCOCC4)C3)ccc2c1 (stereo not given)	-4	97	94	89

cpd	LAP4-GFP MLPCN	procasp3 activ	AHR activator	RPL19A-GFP yeast
51	111	6	1	99
52	96	-8	-6	93
53	101	-5	5	97
54	99	-12	-1	89
55	89	-9	0	103
56	90	-5	8	106
57	98	1	3	102
58	104	5	2	99
59	92	-11	-1	97
60	92[may fluoresce violet]	-2	26	96[may fluoresce violet]
61	124	0	-1	98
62	101	7	2	95
63	97	0	5	93
